PABP1 MLLE inh = blocks PAM2 peptide binding to the PABP1 MLLE domain | P11940 | GST-MLLE / FITC-PAM2 fluorescence polarization | inhibition, % at 20 µM | 360,000 tested, 0.36% active; in the data active = inhibition above about 35%, passing the limit was not always enough;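 also: plate controls were DMSO wells with GST-MLLE for no effect and wells lacking GST-MLLE protein for full effect; some results filed as inactive read as strong as hits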
NRP1-CendR mod = modulators of CendR peptide binding to human neuropilin-1; FAM-RPARPAR peptide binding to NRP-1, fluorescence polarization; inhibition, % at 25 µM; O14786; AID 602438; 360,000 tested, 0.85% active;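 active = inhibition or corrected inhibition above about 18%, plus a signal ratio from 0.5 to 1.5, limit read from the data, passing the limit was not always enough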; also: strong numbers were not always called active
MsrA act = activates bovine MsrA enzyme | purified bovine MsrA, absorbance read-out | activation, % at 10.6 µM | 360,000 tested, 0.3% active; in the data active = activation above about 7.5%;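 also: 0% = vehicle and 100% = reference activator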
MsrA inh = inhibits bovine methionine sulfoxide reductase A. 360,000 tested, 0.75% active. purified bovine MsrA, absorbance read-out. inhibition, % at 15.5 µM; in the data active = inhibition above about 4.5%;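 also: 0% = vehicle wells with enzyme and 100% = reference inhibitor wells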
FAS TE block = FAS thioesterase (human) inhibition; P49327; recombinant FAS-TE, OMFH fluorogenic substrate, fluorescence endpoint; AID 602261; 360,000 tested, 0.67% active; inhibition, % at 15 µM;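 active = compounds whose normalised, plate-corrected inhibition of enzyme fluorescence in the single-dose primary screen is 50% or more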;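 also: 0% = DMSO with enzyme and 100% = substrate without enzyme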
E coli Lon inh = inhibits E. coli Lon protease. P0A9M0. purified E. coli Lon protease, fluorescence polarization. inhibition, % at 7.94 µM. 360,000 tested, 0.42% active. AID 602123; in the data active = inhibition above about 13%, passing the limit was not always enough;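 also: 0% = enzyme with probe and DMSO and 100% = no enzyme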
TbMetRS inhib = Trypanosoma brucei MetRS inhibition. AID 624268. purified T. brucei MetRS, ATP depletion, Kinase-Glo luminescence. 360,000 tested, 0.4% active. inhibition, % at 11.9 µM;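 active = inhibition above a per-plate cutoff of the control wells' mean inhibition plus 3 SD, cut at about 5.5% in these data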;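 also: 0% = DMSO wells median and 100% = median of wells with control inhibitor compound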
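Material: T. brucei methionyl-tRNA synthetase, purified; reagent: substrates ATP, L-methionine and bulk Escherichia coli tRNA; dosing: 11.9 µM single point; timing: 15 min plus 2 h at 25 °C; detection: luminescence of leftover ATP; evaluation: % inhibition; control set: DMSO-only wells as low control; replicates: singlicate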
SKN-1 inh = C. elegans SKN-1 inhibition. C. elegans VP596 Pgst-4::GFP/RFP ratio, acrylamide-induced, 24 h. inhibition, % at 21.8 µM. 360,000 tested, 0.49% active;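 active = interference check ratio from 0.5 to 1.5 plus GFP to RFP signal ratio inhibition reaching or exceeding a fixed threshold, cut at about 30% in these data, passing the limit was not always enough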; also: some compounds called inactive have numbers as strong as hits
MT1-MMP act inh = MT1-MMP (human) activation inhibition; HT1080 RFP-PRO-GFP cells, GFP/RFP ratio fluorescence, overnight; percent of plate control window, DMSO zero; 360,000 tested, 0.061% active; AID 651647; GFP/RFP ratio change, % at 20 µM; P50281;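 active = GFP/RFP ratio change of at least 30% with cell ATP level not reduced by more than half and red fluorescence within 50% of control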; also: strong numbers were not always called active
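Test system: HT1080 cells expressing an RFP-PRO-GFP fluorescent reporter construct / Compound dosing: single-point 20 µM compound, 1% DMSO / Schedule: cells overnight before dosing, compound overnight, 37 °C, 5% CO2 / Evaluation: GFP/RFP fluorescence ratio / Control set: DMSO and RFP-L50D-GFP cell wells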
Starred values were filed as active, the others as inactive; / = not tested or not shown.

nr | SMILES | PABP1 MLLE inh | E coli Lon inh | MsrA act | FAS TE block | SKN-1 inh | MT1-MMP act inh | TbMetRS inhib | NRP1-CendR mod | MsrA inh
1 | CCOc1cc(C(=O)OCc2ccc([N+](=O)[O-])cc2)ccc1OCC(=O)N1CCOCC1 | -23 | -5 | -5 | 5 | -9 | 0 | 0.0 | 15 | 1.1
2 | COc1ccc(N2CCN(C(=O)COC(=O)c3ccc(Cl)nc3)CC2)cc1 | -7 | -13 | -1 | 2 | 4 | -3 | 0.1 | -5 | 0.4
3 | O=[N+]([O-])c1cccnc1Oc1cc(Cl)c(Cl)cc1Cl | -3 | -5 | -3 | 28 | 0 | -2 | 0.3 | 4 | 0.2
4 | N#Cc1cccc(C(=O)OCC(=O)N2CCCc3ccccc32)c1 | 7 | -9 | -13 | 2 | -13 | -2 | -0.5 | 5 | -0.9
5 | CC(=O)Nc1ccc(S(=O)(=O)N2CCN=C2SCc2ccc(F)cc2)cc1 | -4 | -12 | -4 | 4 | 17 | 1 | 0.2 | 17 | 0.7
6 | Cc1csc(SCCn2c(N3CCOCC3)nc3c2c(=O)[nH]c(=O)n3C)n1 | -4 | 2 | -3 | -4 | -1 | -2 | 0.0 | -2 | 1.8
7 | COc1ccc(NC(=O)c2ccc(S(=O)(=O)NCc3cccnc3)cc2)cc1 | 4 | -9 | 5 | 2 | -5 | 2 | -0.1 | -3 | -0.8
8 | CCOC(=O)c1[nH]ncc1CN1CCCC(C(=O)c2ccc(OC)c(OC)c2)C1 (stereo not given) | -7 | -5 | 0 | -6 | -13 | 5 | 0.6 | 0 | 1.1
9 | CNc1ccccc1C(C)(C)c1cc(-c2ccc(F)cc2)no1 | 5 | -1 | -3 | 15 | -10 | -1 | -0.8 | 5 | -0.3
10 | O=C1CCCc2cc3c(cc21)CCCC3 | 3 | -5 | -2 | -1 | -1 | 0 | -0.3 | 14 | -0.7
11 | CCC(=O)Nc1ccc2c(c1)nc(CCN1CCN(C)CC1)n2C | 12 | 9 | 2 | -2 | -13 | 10 | -1.1 | -4 | 0.4
12 | CC(C)C(=O)N1CCC1(C)C(=O)Nc1ccccc1OC(F)F (stereo not given) | 18 | -1 | -1 | -9 | 0 | -4 | -0.1 | -18 | 2.4
13 | NNC(=O)COc1ccc(-c2n[nH]c(C(F)(F)F)c2-c2ccc(Br)cc2)c(O)c1 | 13 | -3 | -2 | 0 | -1 | 2 | 0.5 | -1 | -0.4
14 | COc1ccc(C(=O)C2CCCN(C(=O)c3ccc(C(C)=O)s3)C2)c(C)c1 (stereo not given) | 8 | -9 | -2 | 0 | 5 | -2 | 0.5 | 1 | -0.8
15 | Cc1ccc[n+](CC(=O)/C=C2\N(C)c3ccccc3C2(C)C)c1 | 2 | 3 | -7 | -8 | 3 | -5 | 0.3 | -8 | 3.8
16 | O=C(COC(=O)c1cccs1)Nc1cccc(S(=O)(=O)NC2=NCCCCC2)c1 | 2 | -3 | 2 | -2 | -11 | -1 | -0.2 | -1 | 1.5
17 | CCC(C)(C)NC(=O)C(c1ccccn1)N(C(=O)c1csnn1)c1ccccc1 (stereo not given) | 5 | 8 | -10 | -9 | -3 | 1 | 1.5 | -9 | 0.3
18 | COc1ccc(-c2csc3nc(-c4ccccc4OC)oc(=O)c23)cc1 | 0 | -1 | -3 | 63* | 2 | -4 | -0.1 | -2 | 0.1
19 | Cc1nn(-c2ccccc2)c(C)c1C(=O)Nc1ccc(N2CCOCC2)cc1 | 2 | 3 | -5 | -4 | -4 | 4 | 0.4 | -1 | 2.2
20 | Cc1ccccc1-n1ncc2c1CC(C)(C)CC2NC(=O)c1snnc1C (stereo not given) | 11 | 0 | -2 | -2 | -3 | 1 | 0.5 | 9 | 2.0

Some of the entries so far, with two lines to a compound:
Under each structure – PABP1 MLLE inh | E coli Lon inh | MsrA act | FAS TE block | SKN-1 inh | MT1-MMP act inh | TbMetRS inhib | NRP1-CendR mod | MsrA inh
12. CC(C)C(=O)N1CCC1(C)C(=O)Nc1ccccc1OC(F)F (stereo not given)
 : 18 | -1 | -1 | -9 | 0 | -4 | -0.1 | -18 | 2.4
13. NNC(=O)COc1ccc(-c2n[nH]c(C(F)(F)F)c2-c2ccc(Br)cc2)c(O)c1
 : 13 | -3 | -2 | 0 | -1 | 2 | 0.5 | -1 | -0.4
14. COc1ccc(C(=O)C2CCCN(C(=O)c3ccc(C(C)=O)s3)C2)c(C)c1 (stereo not given)
 : 8 | -9 | -2 | 0 | 5 | -2 | 0.5 | 1 | -0.8
15. Cc1ccc[n+](CC(=O)/C=C2\N(C)c3ccccc3C2(C)C)c1
 : 2 | 3 | -7 | -8 | 3 | -5 | 0.3 | -8 | 3.8
16. O=C(COC(=O)c1cccs1)Nc1cccc(S(=O)(=O)NC2=NCCCCC2)c1
 : 2 | -3 | 2 | -2 | -11 | -1 | -0.2 | -1 | 1.5
17. CCC(C)(C)NC(=O)C(c1ccccn1)N(C(=O)c1csnn1)c1ccccc1 (stereo not given)
 : 5 | 8 | -10 | -9 | -3 | 1 | 1.5 | -9 | 0.3
18. COc1ccc(-c2csc3nc(-c4ccccc4OC)oc(=O)c23)cc1
 : 0 | -1 | -3 | 63* | 2 | -4 | -0.1 | -2 | 0.1
19. Cc1nn(-c2ccccc2)c(C)c1C(=O)Nc1ccc(N2CCOCC2)cc1
 : 2 | 3 | -5 | -4 | -4 | 4 | 0.4 | -1 | 2.2
20. Cc1ccccc1-n1ncc2c1CC(C)(C)CC2NC(=O)c1snnc1C (stereo not given)
 : 11 | 0 | -2 | -2 | -3 | 1 | 0.5 | 9 | 2.0

The results go on.
nr | SMILES | PABP1 MLLE inh | E coli Lon inh | MsrA act | FAS TE block | SKN-1 inh | MT1-MMP act inh | TbMetRS inhib | NRP1-CendR mod | MsrA inh
21 | CCCCN1C(=O)C(CC(=O)NCc2ccco2)CC(C(=O)N(C(C)C)C(C)C)=C1C (stereo not given) | -3 | -2 | -3 | -11 | 2 | 2 | 0.2 | 2 | 0.5
22 | Cc1nc2cc(F)ccc2n1C1CCN(C(=O)c2ccc(F)cc2F)CC1 | 3 | 2 | -9 | -5 | -13 | 8 | -0.8 | -3 | 0.0
23 | Cc1ccc(CC2C(=O)N(c3cc(Cl)ccn3)C(=O)C2C)cc1 (stereo not given) | -13 | -2 | -4 | 3 | -7 | 5 | -0.6 | 14 | -0.7
24 | CCCc1cc(=O)oc2cc(OCc3ccc(C(=O)O)cc3)ccc12 | 8 | -8 | -4 | -8 | 3 | 1 | -0.7 | 2 | 1.5
25 | COc1ccc(N=C2NC(=O)/C(=C\c3ccco3)S2)cc1 | -20 | -12 | -8 | 2 | -10 | 5 | 0.7 | -28 | 2.3
26 | CC(=O)Nc1ccc(CN2CCCCCCC2)cc1 | -2 | -4 | -1 | -7 | -4 | 0 | -0.4 | -8 | -0.5
27 | Cc1cc(C)n2nc(SCc3ccc(F)cc3Cl)nc2n1 | -3 | 4 | 0 | 7 | 4 | 0 | 0.0 | 1 | -0.6
28 | CCOc1ccc(S(=O)(=O)Nc2ccc(C(=O)NCC(C)(C)N3CCOCC3)cc2)cc1 | 0 | -4 | -1 | -7 | 3 | 0 | -0.3 | 21* | -1.0
29 | O=C(CCSc1ccccc1)Nc1ccccc1C(=O)N1CCCC1 | 0 | -13 | -11 | -3 | 1 | -3 | -1.7 | 0 | 0.0
30 | CCc1nnc(NC(=O)C2CCC(CNc3c(N4CCCCC4)c(=O)c3=O)CC2)s1 (stereo not given) | 5 | -5 | -6 | 1 | -4 | 5 | -0.1 | -4 | 1.5
31 | Nc1nc(CSc2nc3ccccc3s2)nc(N2CCOCC2)n1 | 9 | -8 | -2 | 2 | 8 | 5 | -0.2 | -30 | -0.8
32 | O=C(c1ccc(F)cc1Cl)N(c1ccccn1)C1CCCCC1 | -9 | -1 | -6 | -5 | 7 | -1 | -0.6 | -11 | 0.4
33 | CC1(C)NC(=O)N(CCOCCSc2ccccc2)C1=O | 8 | -3 | -2 | -7 | -8 | 2 | -0.2 | 8 | 0.3
34 | Cc1ccc(-n2nnnc2C(Cl)c2nnnn2-c2ccc(C)cc2)cc1 | 2 | 5 | -2 | 1 | -6 | 2 | 2.3 | 3 | -0.9
35 | Cc1ccc(S(=O)(=O)N(CC(=O)c2ccc(Cl)cc2)C(=O)N2CCN(C)CC2)cc1 | 4 | 6 | 0 | -6 | -2 | -2 | -0.4 | 6 | 0.8
36 | CNS(=O)(=O)c1cc(NC(=O)CCNC(=O)c2ccco2)ccc1C | 0 | -12 | 0 | -7 | 7 | 2 | 0.1 | -2 | -1.7
37 | Cc1cccc(C(=O)OC2CCOC2=O)c1O (stereo not given) | 9 | 0 | -2 | -3 | 17 | -2 | 0.5 | -1 | 0.5
38 | CCCCn1c(N)c(N(CCC(C)C)C(=O)C2=NN(c3ccccc3)C(=O)CC2)c(=O)[nH]c1=O | -3 | -4 | -3 | -3 | -7 | -4 | -0.4 | 20 | 0.1
39 | O=C(O)CSc1cc(C(=O)c2cc(F)ccc2O)cn2c(=O)c3c(-c4ccccc4)csc3nc12 | -18 | -24 | -3 | 66* | 13 | 17 | 0.5 | -93 | 2.0
40 | CN(C)c1cccc(C(=O)OCC(=O)c2ccc[nH]2)c1 | -10 | -11 | -1 | -5 | 9 | 0 | -0.3 | -13 | -1.1
41 | CCC(C)c1ccccc1NC(=O)c1cccc(-n2cnnn2)c1 (stereo not given) | -88 | -2 | -10 | 7 | -1 | 0 | -0.2 | 3 | 1.2
42 | O=C(c1cccc(F)c1)N1CCN=C1SCc1cccnc1 | 30 | 4 | 2 | -6 | 17 | 0 | 0.4 | -3 | 0.4
43 | CCc1ccccc1NC(=S)N(Cc1cccnc1)Cc1ccco1 | -26 | -3 | -4 | -6 | -6 | -2 | -0.2 | -7 | -0.2
44 | CC(C)(C)n1nnnc1C(c1ccccc1)N1CCN(c2ncc(C(F)(F)F)cc2Cl)CC1 (stereo not given) | / | -6 | -3 | 34 | 5 | -10 | -0.8 | -7 | 3.7
45 | Cn1c(SCC(=O)NC2CC2)nnc1-c1ccccn1 | -2 | 4 | -4 | -4 | -9 | -2 | -0.3 | 6 | -0.1
46 | COC(=O)C1=C(C(C)=O)C(c2ccc(C(=O)OC)cc2)n2nnnc2N1 (stereo not given) | -1 | 1 | 0 | -4 | -7 | 3 | -0.1 | -8 | 1.4
47 | Cc1nn(Cc2c(F)c(F)c(F)c(F)c2F)c(C)c1NC(=O)c1nn(C)c(C)c1Br | -12 | 9 | -6 | 5 | 4 | 0 | -0.4 | 8 | 0.9
48 | COCCOC(=O)C1=C(C)NC(=S)NC1c1ccc(OCC(=O)N2CC(C)OC(C)C2)c(OC)c1 (stereo not given) | -122 | -7 | 0 | -12 | 3 | -5 | -0.1 | 4 | 1.6
49 | O=C(NCCNS(=O)(=O)c1ccccc1)N1CCOCC1 | 7 | -9 | -2 | -8 | -9 | 5 | -0.6 | 6 | 0.3
50 | Cc1ccnc(NC(=O)c2cccc(S(=O)(=O)N3CCN(c4ccc(F)cc4)CC3)c2)c1 | 10 | 14 | -5 | 27 | 4 | 4 | -0.5 | 2 | 1.2
